# High-throughput results (PubChem)
# CHT allo act = CHT positive allosteric modulators, primary screen, cell-based, membrane potential dye, choline EC20 | High affinity choline transporter 1 (Homo sapiens), Q9GZV3 | CHT-expressing cells; stronger effect = higher value; LV-AA mutant CHT in HEK293 cells | B-score at 10 µM | hit rate 0.49% among 310,000 | AID 488977, 2010;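 active = initial fluorescence not abnormally high and integrated response B-score, plate-corrected, over 3 SD above library mean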
# Target sequence (Q9GZV3 whole entry, looked up): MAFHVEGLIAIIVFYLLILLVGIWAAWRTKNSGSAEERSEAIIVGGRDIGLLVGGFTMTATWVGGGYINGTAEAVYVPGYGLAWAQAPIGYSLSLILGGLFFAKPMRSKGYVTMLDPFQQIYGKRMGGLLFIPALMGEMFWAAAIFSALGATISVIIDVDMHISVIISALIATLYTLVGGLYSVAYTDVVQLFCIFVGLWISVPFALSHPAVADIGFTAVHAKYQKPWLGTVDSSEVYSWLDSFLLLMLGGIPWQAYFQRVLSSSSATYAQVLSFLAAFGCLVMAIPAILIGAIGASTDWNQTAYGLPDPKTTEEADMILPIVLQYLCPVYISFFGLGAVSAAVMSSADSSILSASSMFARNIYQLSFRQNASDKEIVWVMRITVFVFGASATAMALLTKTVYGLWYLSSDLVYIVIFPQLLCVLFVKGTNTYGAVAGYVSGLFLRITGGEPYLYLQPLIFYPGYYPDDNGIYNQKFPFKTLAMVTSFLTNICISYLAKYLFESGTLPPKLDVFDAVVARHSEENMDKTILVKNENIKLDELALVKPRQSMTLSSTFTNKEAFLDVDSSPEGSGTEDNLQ
# OX1R antag-1 = OX1R (HCRTR1) antagonists, primary screen, fluorescence, CHO/OX1R cells, Fluo-8 calcium, orexin A; Orexin/Hypocretin receptor type 1 (Homo sapiens), O43613; hit rate 0.43% among 330,000; AID 434989, 2010; inhibition, % at 5 µM; Fluo-8 calcium fluorescence;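 active = inhibition above its plate's threshold, mean inhibition of all tested compounds on the plate plus 3 SD, cut at about 37% in these data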;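 also: 0% = orexin A challenge wells and 100% = SB-334867-A antagonist wells; not every result past the cut was called active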
# Target sequence (O43613 whole entry, looked up): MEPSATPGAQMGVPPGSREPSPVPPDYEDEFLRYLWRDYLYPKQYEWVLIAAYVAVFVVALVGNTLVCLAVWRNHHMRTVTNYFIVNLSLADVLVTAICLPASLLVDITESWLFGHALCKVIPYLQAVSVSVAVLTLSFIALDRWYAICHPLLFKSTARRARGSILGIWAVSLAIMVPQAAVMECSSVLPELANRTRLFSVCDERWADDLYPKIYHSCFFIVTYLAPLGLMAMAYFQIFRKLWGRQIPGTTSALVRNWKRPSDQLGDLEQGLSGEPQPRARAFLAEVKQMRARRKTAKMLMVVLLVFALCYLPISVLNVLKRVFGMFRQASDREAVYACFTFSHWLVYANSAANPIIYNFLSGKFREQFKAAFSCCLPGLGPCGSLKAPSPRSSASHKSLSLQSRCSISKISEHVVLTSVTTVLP
# OX1R antag-2 = antagonists of human orexin 1 receptor (OX1R); AID 485270, 2010; OX1R-expressing cells, FRET antagonist read-out; Orexin/Hypocretin receptor type 1 (Homo sapiens), O43613; inhibition, % at 6.6 µM; hit rate 1.8% among 330,000; in the data active = inhibition mostly above about 38%, no sharp cut-off; inactive = mostly below about 40%;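 also: 0% = agonist challenge alone and 100% = reference antagonist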
# Numbers without * were called inactive; i = inactive; nt = no result given.
# Order of values – CHT allo act	OX1R antag-1	OX1R antag-2
> CCCc1cc(N2CCCC(C(=O)Nc3cc(Cl)ccc3OC)C2)n2ncnc2n1 (centres undefined)
→ i	-19	13
> CCOc1ccc(C(=O)NC2CCN(C(=O)Nc3ccccc3OC)CC2)cc1
→ i	-35	15
> COc1cccc(C(=O)OC(C)C(=O)Nc2ccc3c(c2)OCO3)c1 (centres undefined)
→ nt	-5	10
> CCOC(=O)c1oc2cccc(OCC(O)CNC(C)C)c2c1C (centres undefined)
→ i	-14	9
> Cc1cccc(-n2cc(-c3ccccc3)c3c(N4CCOCC4)ncnc32)c1
→ i	-61	26
> CCC(C(=O)OCc1csc(CC(=O)Nc2ccccc2C)n1)c1ccccc1 (centres undefined)
→ nt	3	-1
> Cc1ccc(C(=O)NCC(c2ccc(F)cc2)N2CCOCC2)cc1 (centres undefined)
→ i	-25	6
> CC(=O)Nc1ccc(NC(=O)C(C)OC(=O)CC23CC4CC(CC(Br)(C4)C2)C3)cc1 (centres undefined)
→ nt	-10	7
> O=C(NC(=S)N1CCN(c2ccc(O)cc2)CC1)c1cccs1
→ i	-6	24
> O=C(Nc1ccncc1)c1ccc(S(=O)(=O)Nc2ccccc2)cc1
→ i	-12	7
> O=C(CN1CCCCC1)Nc1nnc(-c2ccccc2)s1
→ i	-10	6
> COc1cc(OC)cc(C(=O)NCC(=O)OCC(=O)Nc2ccc3c(c2)OCO3)c1
→ i	-7	5
> O=C(O)c1cn(C2CC2)c2cc(N3CCN(S(=O)(=O)c4ccc5c(c4)OCCO5)CC3)c(F)cc2c1=O
→ i	-14	-4
> CC(C)C1N(C(=O)CN2CCCC2)CCN1S(=O)(=O)c1ccccc1 (centres undefined)
→ i	-13	2
> CCn1nc(NC(=O)C2CCCO2)c2cc3cc(C)ccc3nc21 (centres undefined)
→ i	-13	13
> CCOC(=O)/C=c1\s/c(=C\c2ccc(C#N)cc2)c(=O)n1CC(=O)Nc1cccc(C)c1C
→ i	2	26
> Fc1ccccc1/C=N/n1cc(-c2ccccc2)[nH]c1=S
→ i	-16	8
> C=CCN(C(=O)c1csnn1)C(C(=O)NCc1ccc(F)cc1)c1sccc1C (centres undefined)
→ i	-30	9
> O=C(NC(=S)Nc1cccc2c(O)cccc12)c1ccco1
→ i	4	19
> CSC1=NC2(CCCCC2)CC12C=CC(=O)C=C2
→ i	-20	24
> COc1ccc(CCNC(=O)CCS(=O)(=O)c2ccc3c(c2)CCN3C(C)=O)cc1OC
→ i	-21	9
> Cn1c(N)c(C(=O)COC(=O)C2CCCC2)c(=O)n(C)c1=O
→ i	2	14
> COc1cccc(NC(=O)COC(=O)C2=NN(c3ccccc3)C(=O)CC2)c1
→ nt	-13	5
> O=C(Nc1nc(-c2ccccn2)cs1)c1ccc(S(=O)(=O)N2CCCCC2)cc1
→ i	-13	8
> O=S(=O)(c1ccccc1)N1CCc2ccccc21
→ i	-88	10
> COc1ccc(CCC(=O)Nc2nc3c(s2)CN(C)CC3)cc1OC
→ i	-2	8
> Cc1cccc(N(C(=O)c2csnn2)C(C(=O)NC(C)(C)C)c2ccncc2)c1 (centres undefined)
→ i	-14	0
> CC(C)CCN1C(Nc2ccccc2)=NC[C@@H]1Cc1ccccc1
→ 7*	-13	22
> CCOC(=O)c1nnn(-c2nonc2N)c1COc1ccccc1
→ i	1	6
> O=c1[nH]c2ccc(Cl)cc2c(O)c1Cc1ccccc1
→ i	-4	13
> COc1cc(CC(=O)NCc2ccc3c(c2)OCO3)cc(OC)c1OC
→ i	-26	17
> CCNS(=O)(=O)c1ccc(-c2ccc(-n3cnnn3)cc2)cc1
→ i	-3	9
> CCOC(=O)C1CCN(C(=O)COc2cccc3ccccc23)CC1
→ i	-19	21
> COc1cc(/C=C(\C#N)C(=O)NC2CCCCC2C)ccc1OS(=O)(=O)c1ccc(C)cc1 (centres undefined)
→ i	-51	22
> Cc1ccc(NC2CCCN(C(=O)CCn3nccc3C)C2)cc1C (centres undefined)
→ i	-26	15
> COCCCNC(=O)C[C@H]1C[C@H](C(=O)N(C(C)C)C(C)C)[C@@]2(C)c3[nH]c4cc(CCC(=O)N(C)C)ccc4c3CCN2C1=O
→ nt	-7	4
> Cc1ccc(N2C(=O)CSC2c2cccnc2)cc1F (centres undefined)
→ i	-5	-8
> CCc1cc(C=NC2CCCCC2)c(O)s1
→ i	-23	19
> CC(C)CCN1CCN(Cc2ccoc2)CC1CCO (centres undefined)
→ i	-6	-4
> CCC(Oc1ccccc1F)C(=O)NCCN1CCOCC1 (centres undefined)
→ i	-11	10
> COc1ccccc1C(=O)NNC(=O)c1ccc(Cl)cc1
→ i	-18	9
> Cc1ccccc1OCc1nnc(SCC(=O)Nc2ccc(N3CCOCC3)cc2)n1C
→ i	-8	11
> CNc1oc(Cc2cccc3ccccc23)nc1C#N
→ i	-14	0
> CCS(=O)(=O)C1=NN2C(=N)/C(=C\c3ccc(OC(=O)c4ccco4)c(Br)c3)C(=O)N=C2S1
→ i	2	14
> CCNC(=O)/C(C#N)=C/c1c(N2CCOCC2)nc2ccccn2c1=O
→ i	-11	41

# A second format for part of the listing above.
mol: CCNC(=O)/C(C#N)=C/c1c(N2CCOCC2)nc2ccccn2c1=O
  CHT allo act = i | OX1R antag-1 = -11 | OX1R antag-2 = 41

mol: COc1cc(CC(=O)NCc2ccc3c(c2)OCO3)cc(OC)c1OC
  CHT allo act = i | OX1R antag-1 = -26 | OX1R antag-2 = 17

mol: COCCCNC(=O)C[C@H]1C[C@H](C(=O)N(C(C)C)C(C)C)[C@@]2(C)c3[nH]c4cc(CCC(=O)N(C)C)ccc4c3CCN2C1=O
  CHT allo act = nt | OX1R antag-1 = -7 | OX1R antag-2 = 4

mol: COc1cc(/C=C(\C#N)C(=O)NC2CCCCC2C)ccc1OS(=O)(=O)c1ccc(C)cc1 (centres undefined)
  CHT allo act = i | OX1R antag-1 = -51 | OX1R antag-2 = 22

# The list goes on.
# Order of values – CHT allo act	OX1R antag-1	OX1R antag-2
> CC1=C(C)CC(C(=O)NCc2cccc(Cl)c2)C(C(=O)O)C1 (centres undefined)
→ i	-16	3
> CSc1ccccc1C(=O)N1CCCC(CCC(=O)NCc2ccc(F)c(F)c2)C1 (centres undefined)
→ i	-23	32
> C=C(C)C(=O)N1CC2(CC(c3cccc(NC(=O)/C=C\C=C/C)c3)=NO2)C[C@H]1C(N)=O (some centres undefined)
→ i	-17	23
> COc1ccc(/C=C2\C(=O)ON=C2c2ccccc2)cc1
→ i	-7	12
> Cc1nc(C)c(NC(=O)N2CCc3ccccc32)cc1NC(=O)N1CCc2ccccc21
→ i	-28	14
> CC(C)[C@H](NC(=O)N1CC(=O)Nc2ccccc21)C(=O)N[C@H](Cc1c[nH]c2ccccc12)C(=O)O
→ i	1	14
> O=C(COc1ccccc1[N+](=O)[O-])N1CCN(c2ccccn2)CC1
→ i	-7	7
> CN1CCN(c2nc(-c3ccccc3)nc3c2oc2ccccc23)CC1
→ i	-8	16
> CCOc1ccc(C(=O)CC(=O)C(=O)NCCc2ccc(OC)c(OC)c2)cc1
→ i	-37	7
> CCCCN(C)Cc1c(C)[nH]c2c(Cl)cccc2c1=O
→ i	-18	12
> COC(OC)c1nc(SCC(=O)Nc2cccc(Cl)c2)ncc1C(=O)O
→ i	-2	6
> O=C1COc2ccc(S(=O)(=O)N3CCCCCC3)cc2N1
→ i	3	1
> CCN(CC)c1ccc(C(=O)NNC(=O)c2cccn2C)cc1
→ i	-9	17
> CSCCC(NC(=O)OCc1ccccc1)C(=O)O (centres undefined)
→ i	-17	1
> Cc1ccc(NC(=O)C2Oc3ccccc3OC2C)cc1 (centres undefined)
→ i	-15	16

# The last 2 records of the section above lead into the next:
# Order of values – CHT allo act	OX1R antag-1	OX1R antag-2
> CSCCC(NC(=O)OCc1ccccc1)C(=O)O (centres undefined)
→ i	-17	1
> Cc1ccc(NC(=O)C2Oc3ccccc3OC2C)cc1 (centres undefined)
→ i	-15	16
> CC(C)c1ccc(N(C(=O)c2ccc3c(c2)OCO3)C2C=CS(=O)(=O)C2)cc1 (centres undefined)
→ i	-18	7
> Cc1ccc(CC(=O)Nc2ccc(F)c([N+](=O)[O-])c2)cc1C
→ i	-6	37
> O=C(NC1CCCC1)c1cc(=O)[nH]c2ccccc12
→ i	-8	2
> Cc1nc(N2CCOCC2)nc(OCCN2CCOCC2)c1[N+](=O)[O-]
→ i	-17	12
> CCOc1ncccc1C(=O)Nc1cc(S(=O)(=O)N2CCCCC2)ccc1Cl
→ nt	-19	3
> CCOC(=O)N1CCN(C(=O)c2ccc(N(C)S(=O)(=O)c3ccc(C)cc3)cc2)CC1
→ i	-16	0
> O=C(COC(=O)/C=C/c1ccccc1)Nc1cccnc1Cl
→ i	-21	22
> COC(=O)C1C(O)=C(C(C)=N)C(=O)CC1(C)C (centres undefined)
→ i	16	10
> O=C(Nc1nc(-c2ccc(S(=O)(=O)N3CCOCC3)cc2)cs1)c1ccccc1
→ i	0	16
> O=C(Cc1ccc(Cl)cc1)N1CCN(C(=O)c2ccco2)CC1
→ i	-19	5
> COc1cccc(CC(=O)NCCCSc2ccccc2)c1
→ i	-18	5
> O=c1[nH]c2ccccc2nc1/C=C(\O)c1cccs1
→ i	3	46
> C/C(CC(=O)Nc1cccc(F)c1)=N\NC(=O)c1ccncc1
→ i	-23	3
> CC(C)(C)C(=O)COc1ccccc1[N+](=O)[O-]
→ i	-9	5
> CC(=O)c1ccc(NC(=O)C(C)Sc2n[nH]c(-c3cccnc3)n2)cc1 (centres undefined)
→ i	-5	4
> Cc1ccc(C2C(C(=O)c3ccco3)=C(O)C(=O)N2c2nnc(C)s2)cc1 (centres undefined)
→ i	-6	3
> Cc1ccc(CCN2C(Nc3ccccc3)=NC[C@@H]2C)cc1
→ i	1	6
> COc1ccccc1OCCn1c(SCC(=O)O)nc2ccccc21
→ i	-10	0
> Cc1ccc(SCC(=O)Nc2ccc(-c3nnc(-c4ccco4)o3)cc2)cc1
→ i	-36	21
> Cc1nc2ccc(NC(=O)c3ccc(=O)[nH]c3)cc2s1
→ i	-7	7
> COc1cccc(C(=O)NCC(=O)OCC(=O)c2ccccc2)c1
→ i	-6	4
> COc1ccc(C(=O)Nc2ccc(OCC(=O)N3CCOCC3)cc2)c(OC)c1OC
→ i	-3	12
> CCN(CC)c1cccc(OCC(=O)N2c3ccccc3CC2C)c1 (centres undefined)
→ nt	15	14
> COc1cccc(-c2nc(CS(=O)(=O)CC(=O)NC3CCCc4ccccc43)c(C)o2)c1 (centres undefined)
→ i	-18	5
> COc1cc(NC(=O)CCCOc2ccc(Cl)cc2Cl)c(C(=O)O)cc1OC
→ i	-9	30
> Cc1cccc([N+](=O)[O-])c1NC(=O)COC(=O)C1CC2CCCC(C1)C2=O (centres undefined)
→ i	-1	15
> CC1(C)C(Cl)C(=O)C(C(=O)c2ccccc2)C(=O)C1Cl (centres undefined)
→ i	-4	13
> CC1CN(C2CC(C)(C)NC(C)(C)C2)CCC1=O (centres undefined)
→ i	-13	25
> CCCCN1C(=O)C(=O)N(CC(=O)Nc2cc(Cl)ccc2OC)C1=O
→ nt	-5	-2
> CCOc1ccc(NC(=O)C2CC(=O)N(CCc3ccc(OC)c(OC)c3)C2)cc1OCC (centres undefined)
→ nt	-18	11
> CCc1ccc([C@@H]2CC=C(C(=O)O)[C@H](c3ccc(Br)cc3)N2S(=O)(=O)c2ccc(C)cc2)cc1
→ nt	-12	1
> CN1CCN(C(=S)NC(CC(=O)c2ccccc2)c2ccccc2)CC1 (centres undefined)
→ i	-22	10
> O=C(O)c1sccc1Oc1ccc(NS(=O)(=O)c2ccc(Cl)cc2)cc1
→ i	-8	-3
> Cc1ccc(OCCNC(=O)/C=C/c2ccccc2)cc1
→ i	-5	21
> CCOc1cc(-c2nc(-c3ccc(OC)cc3)no2)cc(OCC)c1OCC
→ i	-15	11
> O=C(CNC(=O)c1ccc(Br)o1)OCc1ccc(Br)cc1
→ nt	-7	-1
> C=CCN(c1ccc(Cl)cc1)S(=O)(=O)c1cccc(C(=O)O)c1
→ i	-26	7
> Cc1cc(C)n(C(=O)c2cc([N+](=O)[O-])cc([N+](=O)[O-])c2)n1
→ i	1	104*
> COc1ccccc1OCCn1c(=O)sc2ccccc21
→ i	-14	4
> CCOC(=O)Cc1csc(SCn2nnc3ccccc3c2=O)n1
→ i	-21	20
> COc1ccc(N2C(=O)CCC(C(=O)O)C2c2ccc(F)cc2)cc1 (centres undefined)
→ i	-12	19
> COc1ccc(Nc2nc(-c3ccccc3)nc3ccccc23)cc1S(=O)(=O)N1CCOCC1
→ i	2	20
> O=C(c1cccnc1)N1CCN(C(=O)c2ccco2)CC1
→ i	-24	11
> CCN(C(=O)CN1CCN(c2cccc(Cl)c2)CC1)c1c(N)n(Cc2ccccc2)c(=O)[nH]c1=O
→ i	-16	-1
> Cc1[nH]c(C)c(S(=O)(=O)NCCc2ccccc2)c1C(=O)N1CCCC1
→ i	-11	20
> CC(=O)N1CCc2cc(S(=O)(=O)NC(CC(C)C)C(=O)N3CCc4ccccc4C3)ccc21 (centres undefined)
→ i	-30	14
> CN(C)/N=C/c1c(O)ccc2ccccc12
→ i	-25	11
> Cc1cc(Cl)ccc1C1=CC(=O)C[C@H](c2ccc(F)cc2)C1
→ nt	-20	2
> Nc1ccn(Cc2cccc(F)c2)n1
→ i	-14	21
> O=C(Nc1ccc(-c2nc3ccccc3o2)cc1)C1CCCO1 (centres undefined)
→ i	-17	22
> Cc1n[nH]c(C)c1S(=O)(=O)N1CCC(C(=O)Nc2cccc(F)c2)CC1
→ i	-11	6
> CCOC(=O)c1ccc(CSc2n[nH]c(C)n2)o1
→ i	-3	8
> CCN(CC)c1ccc(NC(=O)c2ccccc2F)cc1S(=O)(=O)Nc1ccccc1OC
→ i	6	13
